Bioassay records (PubChem BioAssay)
HIF activator = HIF pathway transcriptional activators, primary screen, cell-based, U2OS HRE-luciferase, luminescence; U2OS HRE-luciferase reporter; normalized: DMSO 0%, desferrioxamine 100%; 0.32% of 300,000 active; activation, % at 7.5 µM (by protocol);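 active = mean activation of at least 10% of the iron chelator positive control signal, with at least half of replicates also reaching 10%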
HSP90 refold inh = HSP90 inhibitors, primary screen, cell lysate, luminescence | 0.91% of 290,000 active | Rabbit reticulocyte lysate, luciferase refolding luminescence, 3 h | Heat shock protein HSP 90 (rabbit reticulocyte lysate; luciferase refolding) | inhibition, % at 5.6 µM;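 active = inhibition above the screen-wide mean plus 3 SD, computed separately per campaign, cut at about 16% in these data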;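 note: 0% = DMSO wells and 100% = 60 µM geldanamycin wells; inhibitors lower the luminescence because luciferase stays unfolded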
HDAC3 inh = HDAC3 deacetylase inhibitors, primary screen, biochemical, fluorescence, cell-free homogeneous; Histone deacetylase 3 (Homo sapiens), O15379; recombinant HDAC3, fluorogenic peptide/trypsin coupled; inhibition, % at 8.3 µM; 0.15% of 320,000 active; AID 2718, 2010; in the data active = inhibition above about 26%, passing the limit was not always enough
Target sequence (O15379 whole entry, looked up): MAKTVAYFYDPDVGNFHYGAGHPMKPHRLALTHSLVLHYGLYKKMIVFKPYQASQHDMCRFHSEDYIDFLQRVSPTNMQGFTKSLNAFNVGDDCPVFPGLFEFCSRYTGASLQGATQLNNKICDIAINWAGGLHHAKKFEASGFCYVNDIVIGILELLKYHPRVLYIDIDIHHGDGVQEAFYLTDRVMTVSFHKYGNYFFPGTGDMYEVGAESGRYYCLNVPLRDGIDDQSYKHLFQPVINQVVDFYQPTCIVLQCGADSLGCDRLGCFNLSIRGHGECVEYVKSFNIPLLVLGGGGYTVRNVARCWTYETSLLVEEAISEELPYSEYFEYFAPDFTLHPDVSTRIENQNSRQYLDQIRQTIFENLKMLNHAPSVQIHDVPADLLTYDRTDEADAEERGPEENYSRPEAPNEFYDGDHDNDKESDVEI
HSF1 inh = HSF1 inhibitors in luciferase reporter cells, primary screen, cell-based, NIH3T3, luminescence; NIH3T3-HGL HSE-luciferase, MG132-induced, luminescence 8 h; active compounds read low; activity change, negative = inhibition, % at 7.5 µM (by protocol); 0.77% of 300,000 active; AID 2098, 2009;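 active = more than half of replicate wells show activity change below -50%, luminescence cut by over half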;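 note: luciferase reports HSF-1 transcriptional activity via heat shock element; 0% = median of DMSO wells and -100% = zero luminescence signal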
AI-2 QS modul = Vibrio harveyi AI-2 quorum sensing modulators, primary screen, JMH597 strain, luminescence/OD600 ratio | AID 2094, 2009 | Vibrio harveyi JMH597 AI-2 luminescence/OD600 ratio, 9 h; active compounds read low; strain lacks LuxN and CqsS sensors; 0 = neutral-control median | 0.4% of 300,000 active | activity change, % at 7.5 µM; in the data active = activity change below about -75%, passing the limit was not always enough;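 note: luminescence divided by OD600 gain over 9 h not by final OD600 alone; inactives centre near 13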
KLF5 inh = KLF5 expression inhibitors, primary screen, DLD-1 cells, luminescence; DLD-1 KLF5 promoter-luciferase reporter; inhibition, % at 5 µM; 0.23% of 290,000 active; AID 1700, 2009;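 active = inhibition above a per-plate limit of that plate's mean compound inhibition plus 3 SD, cut at about 60% in these data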;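 note: 0% = DMSO wells and 100% = LY294002 at 200 µM; higher means less KLF5 promoter-driven luciferase light; inactives centre near -14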
HSF1 activator = HSF-1 activators, primary screen, NIH3T3-HGL cells, MG132 stress, luminescence, single point. AID 504408, 2011. NIH3T3-HGL HSF-1 luciferase reporter, 8 h; 100% = twice DMSO control signal. activation, % at 9 µM. 1.7% of 300,000 active;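 active = mean replicate activation of at least 50% with a set share of replicates each reaching 50%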;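 note: 0% = median of the neutral control wells and 100% = twice that signal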
Platelet DG rel = inhibitors of platelet dense granule secretion, primary screen, cell-based, MLPCN, human platelets; human platelet-rich plasma, SFLLRN dense granule ATP release, luminescence; inhibition, %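 (compounds screened at 7.5 µM in platelet-rich plasma)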; AID 1663, 2009; 0.22% of 300,000 active;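 active = mean replicate score, as percent of positive control, at or above 50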
IEC-6 tox = cytotoxicity in IEC-6 intestinal epithelial cells, primary screen, cytotoxicity control for KLF5 inhibitor project, cell-based, luminescence; IEC-6 cytotoxicity, luminescence viability; inhibition, % at 5 µM; 0.78% of 290,000 active; AID 1825, 2009; in the data active = inhibition above about 22%;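 note: 0% = plate median of test compound wells and 100% = cytotoxic reference compound wells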
aSyn UTR inh = MLPCN primary screen, SNCA 5' untranslated region. alpha-synuclein 5'UTR reporter, inhibitor activity. 0.82% of 300,000 active. inhibition, % (tested at 7.5 µM); in the data active = inhibition above about 60%;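 note: H4 neuroglioblastoma cells stably carrying SNCA 5'UTR luciferase fusion; 0% = DMSO wells and 100% = positive control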
* hit, by the source's call; . = no result given.

SMILES	HIF activator	HSP90 refold inh	HDAC3 inh	HSF1 inh	AI-2 QS modul	KLF5 inh	HSF1 activator	Platelet DG rel	IEC-6 tox	aSyn UTR inh
Cc1ccccc1C(=O)Nc1ccccc1C(=O)N1CCC(C)CC1	-0.7	-4	1	-3	18	5	-14	-3	7	-26
CCC(C)(C)NC(=O)C(c1cccc(OC)c1OC)N(CC(C)C)C(=O)CCC(=O)Nc1cc(C)on1 (centres undefined)	-0.9	-1	-1	-1	3	-9	-1	4	3	-4
CCC(C)c1nc2c(c(N3CCC3=O)c1-c1ccccc1)CCCC2 (centres undefined)	0.6	.	-4	5	13	.	1	6	.	-31
COc1ccccc1NC(=O)Cn1c(=O)n(-c2ccccc2)c(=O)c2oc3ccccc3c21	1.6	2	-1	2	6	2	-7	6	-2	34
Cc1cc(C)n(C(=O)c2ccccc2[N+](=O)[O-])n1	-1.6	2	-5	0	17	-36	1	20	4	17
O=C(NC1CC2CCCC(C1)N2C(=O)Nc1ccccc1)C1CC1 (centres undefined)	0.0	-3	-6	10	16	-17	15	-2	5	2
Cc1nn(C)c(C(=O)NNC(=S)NC2CCCCC2)c1Br	3.3	2	-2	-5	30	-66	-18	-4	-7	-51
COC(=O)c1ccc2c(=O)n(CCN3CCOCC3)c(SCC(=O)c3ccccc3)nc2c1	-0.2	3	.	-3	11	10	-10	2	2	-9
COc1cc(S(=O)(=O)N2CCOCC2)ccc1F	0.8	4	-6	-8	19	0	-7	-1	1	7
COc1ccc(CCN2CC(C(=O)N3CCN(C(C)=O)CC3)CCC2=O)cc1 (centres undefined)	0.1	-2	4	0	10	-28	-1	-2	2	-10
N#C/C(=C/c1cc(Br)cs1)C(=O)NCC1CCCO1 (centres undefined)	0.4	2	-10	-41	23	-10	-56	-1	-2	2
COc1cc(NC(=O)c2ccc(C)cc2)c(OC)cc1NC(=O)CN1CCCCC1	0.0	1	1	11	11	-8	7	-4	6	-51
c1ccc(-c2nc(N3CCOCC3)cc(N3CCOCC3)n2)cc1	-0.3	-1	-2	-16	5	-16	-10	14	2	-7
O=C(CN1CCN(c2nc(-c3ccc(F)cc3)cs2)CC1)Nc1ccc2c(c1)OCO2	0.1	3	1	-7	1	5	-6	1	-6	11
Cc1[nH]c2ccccc2c1C(=O)C(C)OC(=O)c1ccc(Cl)nc1 (centres undefined)	0.0	.	6	0	1	.	17	-11	.	14
O=C(NC(=S)NCC1COc2ccccc2O1)c1ccccc1 (centres undefined)	0.3	3	-3	-3	26	1	2	0	4	1
CC(C)(C)NC(=O)NCc1ccco1	0.0	0	-4	-11	12	14	0	-5	-20	16
COc1ccc2c(Cl)c(C(=O)N/N=C/c3ccc4c(c3)OCO4)sc2c1	1.1	-2	4	1	13	-39	-1	9	-2	-8
Cc1ccc(-c2ccc(/C=C(\C#N)C(N)=S)n2C)cc1	.	1	4	.	4	5	.	.	3	.
Nc1nncn1C(=O)c1ccc(Cl)cc1Cl	0.0	1	9	-3	23	11	5	3	2	-31
CCOCC(O)CNC(=O)c1ccc2nc(Cc3ccc(OC)c(OC)c3)oc2c1 (centres undefined)	-15	3	-4	-5	26	-36	5	-3	1	0
O=C(COC(=O)/C=C/c1ccccc1)Nc1cccnc1Cl	0.1	.	3	-5	13	.	-7	-5	.	-29
COCCNC(=O)c1cc2cc(Br)cc(OC)c2oc1=O	0.3	-1	1	-2	21	-14	8	0	-7	26
Cc1cc(C)c(NC(=O)CN2C(=O)NC3(CCCc4ccccc43)C2=O)c(Cl)c1 (centres undefined)	-0.3	.	-2	4	3	.	-4	20	.	13
CN(C)c1ccc(-n2cccc2)cc1	0.0	11	8	-28	13	-11	-29	-5	-7	20
COc1ccc(C(=O)NC(=S)Nc2cc(C)ccn2)cc1[N+](=O)[O-]	0.0	3	0	-8	10	-7	-8	7	6	-68
COc1ccc(-c2nnc(SCC(=O)NC(C)c3ccccc3)o2)cc1 (centres undefined)	0.3	-2	1	4	4	-9	2	-1	-5	-3
N#C[C@]1(S(=O)(=O)c2ccccc2)C[C@@H]2ON=C(c3cccc(Br)c3)[C@@H]2C1	-2.8	1	-4	11	-5	22	6	7	0	-19
CCCOC(=O)C1C2C=C[C@]3(CN(CCc4ccccc4)C(=O)[C@H]13)O2 (some centres undefined)	-0.3	1	-5	0	9	-30	-3	-1	-5	14
CSc1sc(C(=O)NCC2CC2)c(-c2cccs2)c1C#N	-0.6	4	1	5	-3	-4	37	11	6	34
CCCCNc1ccc(S(N)(=O)=O)cc1[N+](=O)[O-]	-0.2	-2	-1	-7	13	-1	-3	5	-4	19
COc1ccc(C(=O)/C=C/NCc2ccc(C)cc2)cc1	-1.4	4	11	33	28	-16	40	-1	-7	-21
O=C(CCSc1ccccc1)NCc1cccnc1	-1.4	2	0	-1	10	2	-4	3	-1	22
COc1ccc(N2CCN(C(=O)CN(C)S(=O)(=O)c3cccs3)CC2)cc1	0.1	0	-1	-1	.	-8	16	1	6	10
Cc1ccc2nc3c(cc2c1)c(C)nn3-c1ccccc1	0.9	4	-18	6	0	-22	9	-8	8	26
Cc1cccc(-n2nc([N+](=O)[O-])c(=NC3CCN(Cc4ccccc4)CC3)n2O)c1	1.4	1	4	-6	25	-7	-6	-6	4	42
S=C1NCCNC(=S)NCCOCCOCCN1	0.3	-2	4	-3	23	-16	-1	-3	-5	-13
Cc1ccc(OCC(=O)Nc2ccc3c(c2)nc2n3CCOC2)cc1	-1.1	1	-2	5	43	11	4	-3	2	36
Cc1ccc(S(=O)(=O)Nc2ccc(NC(=O)c3c(F)c(F)c(F)c(F)c3F)cc2)cc1	-0.9	-1	14	4	25	-18	15	1	-1	-17
NC(=O)CC(NC(=O)c1ccccc1)c1ccc(N2CCN(c3ccc(F)cc3)CC2)c([N+](=O)[O-])c1 (centres undefined)	-1.5	4	5	0	21	-13	3	0	2	-3
O=C(Nc1ccccn1)C1CCN(S(=O)(=O)c2cccs2)CC1	.	5	-5	11	19	-18	44	-4	-1	2
Cc1cc(=O)[nH]c(SCn2nnc3ccccc3c2=O)n1	-0.1	7	-7	4	23	-22	3	-7	4	12
Cn1c(=O)c2c(nc(N/N=C/c3ccc(OC(=O)c4ccco4)cc3)n2Cc2ccccc2Cl)n(C)c1=O	0.0	-3	-2	-4	7	3	1	2	-2	31
CCn1c(=S)sc2c(=O)n(CC(=O)Nc3ccc(Cl)cc3)c(C)nc21	-0.3	5	-2	1	17	-11	20	7	-1	9
CSc1ccccc1NC(=O)CN(C)CC(=O)Nc1c(F)cccc1F	0.0	-2	5	-9	24	-5	-4	-6	-12	-2
N/C(=N\OCc1ccc([N+](=O)[O-])cc1)c1ccncc1	1.2	0	6	11	11	-29	8	4	-6	-83
CCSc1nnc(NC(=O)C2CC=CCC2C(=O)O)s1 (centres undefined)	-0.2	4	3	-8	18	-10	-27	14	-9	-1
O=C(O)CCN1/C(=C/C=Nc2ccccc2)Oc2ccccc21	0.2	2	7	-6	38	-15	-19	-11	-2	-14
Cc1cc(C)c(NC(=O)CSc2nnc(CNC(=O)c3c(F)cccc3Cl)o2)c(C)c1	-1.0	-2	-4	-1	75	-40	-10	-4	1	7
CC1CCN(c2ccc3c(c2)S(=O)(=O)c2ccccc2C3=O)CC1	3.6	.	3	22	9	.	29	0	.	-140
COc1cccc(/C=N/NC(=O)NC2CCCCC2)c1O	1.8	1	2	0	4	-51	2	-6	3	-97
COc1ccc(OC)c(-n2cnnn2)c1	0.5	0	-7	-5	-1	-37	-1	-5	1	14
Cc1ccc(-n2nnnc2SCC(=O)Nc2cccc(NC(=O)c3ccco3)c2)cc1C	-0.5	3	11	11	33	2	10	2	-5	3
Nc1ccc(C(=O)OCc2nc3c(ccc4ccccc43)[nH]2)cc1	-1.0	-4	8	18	12	-85	37	0	6	-116
Cc1ccc2oc(/N=C(\N)NC(=O)C3CC3)nc2c1	-2.8	27*	1	2	-27	-14	21	1	32*	5
COc1cccc(CNC(=O)C2CCN(S(=O)(=O)c3ccc4c(c3)CC(C)N4C(C)=O)CC2)c1 (centres undefined)	-1.2	-5	-4	-6	10	11	9	8	4	-4

12 entries from above, arranged by length of the SMILES, low to high:
SMILES	HIF activator	HSP90 refold inh	HDAC3 inh	HSF1 inh	AI-2 QS modul	KLF5 inh	HSF1 activator	Platelet DG rel	IEC-6 tox	aSyn UTR inh
COc1ccc(OC)c(-n2cnnn2)c1	0.5	0	-7	-5	-1	-37	-1	-5	1	14
COc1cccc(/C=N/NC(=O)NC2CCCCC2)c1O	1.8	1	2	0	4	-51	2	-6	3	-97
Cc1ccc2oc(/N=C(\N)NC(=O)C3CC3)nc2c1	-2.8	27*	1	2	-27	-14	21	1	32*	5
Cc1cc(=O)[nH]c(SCn2nnc3ccccc3c2=O)n1	-0.1	7	-7	4	23	-22	3	-7	4	12
O=C(O)CCN1/C(=C/C=Nc2ccccc2)Oc2ccccc21	0.2	2	7	-6	38	-15	-19	-11	-2	-14
CSc1ccccc1NC(=O)CN(C)CC(=O)Nc1c(F)cccc1F	0.0	-2	5	-9	24	-5	-4	-6	-12	-2
CC1CCN(c2ccc3c(c2)S(=O)(=O)c2ccccc2C3=O)CC1	3.6	.	3	22	9	.	29	0	.	-140
CCn1c(=S)sc2c(=O)n(CC(=O)Nc3ccc(Cl)cc3)c(C)nc21	-0.3	5	-2	1	17	-11	20	7	-1	9
Cc1ccc(-n2nnnc2SCC(=O)Nc2cccc(NC(=O)c3ccco3)c2)cc1C	-0.5	3	11	11	33	2	10	2	-5	3
Cc1cc(C)c(NC(=O)CSc2nnc(CNC(=O)c3c(F)cccc3Cl)o2)c(C)c1	-1.0	-2	-4	-1	75	-40	-10	-4	1	7
COc1cccc(CNC(=O)C2CCN(S(=O)(=O)c3ccc4c(c3)CC(C)N4C(C)=O)CC2)c1 (centres undefined)	-1.2	-5	-4	-6	10	11	9	8	4	-4
Cn1c(=O)c2c(nc(N/N=C/c3ccc(OC(=O)c4ccco4)cc3)n2Cc2ccccc2Cl)n(C)c1=O	0.0	-3	-2	-4	7	3	1	2	-2	31
